# Bcl-B TR3 displacers – displacers of TR3 peptide from Bcl-B, primary screen, selectivity assay for Bfl-1 inhibitor project, biochemical, fluorescence polarization | FP displacement of FITC-TR3 peptide from Bcl-B; higher % means a stronger effect | hit rate 0.11% among 96,000 | AID 748 | displacement, % at 20 µM, or IC50 in µM where a hit was titrated;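 active = displacement above 50% at 20 µM plus a fluorescence interference ratio under 1.5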;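 note: plate controls were wells without compound for no effect and wells lacking Bcl-B protein for full effect; a part of the inactive calls stands beside numbers as strong as those of hits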
# MRP resist rev – MRP-mediated drug resistance reversal | hit rate 0.04% among 85,000 | differential viability (reversal), % at 10 µM | AID 602 | H69AR cells + 2 uM doxorubicin, CellTiter-Glo, 72 h;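 active = viability drop by adding the cancer drug above about 55%, with treated viability meeting a 40% cutoff, limit read from the data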;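 note: viability without doxorubicin minus viability with 2 µM doxorubicin for each compound; larger differential means the compound sensitizes cells more to doxorubicin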
# PLAP inhibitors HTS – PLAP enzyme inhibitors, biochemical, luminescence, HTS (AID 690) | purified PLAP, luminescent substrate; higher % means a stronger effect | hit rate 0.08% among 96,000 | inhibition, % at 20 µM, or IC50 in µM where a hit was titrated; in the data active = a potency from the dose series; inactive = the rest, 99 in 100 with inhibition below about 30%; note: strong numbers were not always called active
# NFkB transloc pot – enhances IL-1B driven NFkB nuclear translocation; HUVEC IL-1B NFkB p65 nuclear translocation imaging; activation, % at 2 µM; hit rate 0.3% among 94,000;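 active = activation above 40%, about the mean plus 3 SD, also judged a hit on visual image review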;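 note: percent activation is computed from the nuclear over cytoplasmic p65 intensity ratio; values of inactives mirror those of a sister screen read the other way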
# NFkB transloc inh – blocks IL-1B driven NFkB nuclear translocation in HUVEC cells; HUVEC IL-1B NFkB p65 nuclear translocation imaging; inhibition, % at 2 µM; hit rate 0.43% among 94,000;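 active = inhibition above about 30% together with a positive call from visual inspection of the well image, limit read from the data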;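 note: nuclear over cytoplasmic p65 intensity ratio measured by imaging; 0% = IL-1B stimulated DMSO wells and 100% = unstimulated DMSO wells; values of inactives mirror those of a sister screen read the other way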
# MRP resist rev cytotoxicity – further read-out of MRP resist rev, marked with its call; viability, %; H69AR cells, CellTiter-Glo, 72 h; measured here: cytotoxicity without doxorubicin
# MRP resist rev with doxorubicin – also measured in MRP resist rev; calls as there; viability, %; measured here: viability with 2 uM doxorubicin; active compounds read low
# NFkB transloc inh cell count 2 µM – also measured in NFkB transloc inh; calls as there; cell count; measured here: cells passing quality filter;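 raw number of nuclei counted in each imaged well without normalization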
# NFkB transloc pot cell count 2 µM – recorded beside NFkB transloc pot, whose call it bears; cell count; measured here: cells passing quality filter
# Active calls of the source: *; nt = no result given. Not all compounds are listed; count on the stated rates, not on these rows.
cpd	smiles	Bcl-B TR3 displacers	MRP resist rev	MRP resist rev cytotoxicity	MRP resist rev with doxorubicin	PLAP inhibitors HTS
1	Cc1cccc(N2C(=S)N=C(Nc3c(C)cccc3C)C23CCOC(C)(C)C3)c1 (configuration not stated)	5%	-16	68	84	-17%
2	O=C(NC1CCCCC1)C(c1ccc(F)cc1)N(C(=O)Cc1ccsc1)c1ccc(F)cc1 (configuration not stated)	-1%	nt	nt	nt	29%
3	CC(C)C(=O)c1cn(CC(=O)NCC2CCCO2)c2ccccc12 (configuration not stated)	-3%	18	93	75	-1%
4	CC(=O)c1cn(CC(=O)Nc2ccc(C)cc2)c2ccccc12	-4%	nt	nt	nt	15%
5	CCc1nc2oc3cc(OC)ccc3c(=O)c2c(=O)n1Cc1ccccc1	-3%	-6	71	77	-56%
6	O=C(Nc1ccccc1N1CCCC1)c1ccc(Br)o1	-6%	-10	87	98	3%
7	C#CC[N+](C)(C)C(C#Cc1ccccc1)CC=C (configuration not stated)	0%	nt	nt	nt	9%
8	N#Cc1nc(-c2ccccc2Cl)oc1NCC1CCCO1 (configuration not stated)	4%	-9	81	90	-28%
9	O=S(=O)(/N=C(\c1ccccc1)N1CCOCC1)c1cccs1	-4%	20	90	71	2%
10	O=c1cc[nH]c2c(C(F)(F)F)cccc12	-8%	9	92	83	12%
11	N#C/C(=N\Nc1ccccc1F)C(=N)N1CCCCC1	nt	11	107	96	nt
12	O=c1c2c3nc4ccccc4nc3n(CC3CCCO3)c2ncn1CCc1ccccc1 (configuration not stated)	-8%	41	71	30	26%
13	Cc1ccc(-n2nnnc2-c2cnc(N3CCCC3)nc2C(F)(F)F)cc1	-2%	nt	nt	nt	-42%
14	CC(=O)Nc1ccc(S(=O)(=O)N2CCN(Cc3ccncc3)CC2)cc1	-11%	27	89	62	7%
15	COc1ccccc1N1CCN(C2CCN(S(=O)(=O)c3ccc4ccccc4c3)CC2)CC1	0%	3	84	81	-22%

cpd	NFkB transloc pot	NFkB transloc pot cell count 2 µM	NFkB transloc inh	NFkB transloc inh cell count 2 µM
1	18	192	-18	192
2	-5	111	5	111
3	-5	93	5	93
4	33	159	-33	159
5	-3	111	3	111
6	-7	148	7	148
7	9	158	-8	158
8	-10	36	10	36
9	6	116	-6	116
10	11	182	-11	182
11	2	131	-2	131
12	nt	nt	nt	nt
13	21	173	-21	173
14	24	128	-24	128
15	-3	168	4	168

# Just NFkB transloc pot cell count 2 µM, MRP resist rev with doxorubicin and MRP resist rev, for some of the entries so far:
nr | canonical_smiles | NFkB transloc pot cell count 2 µM | MRP resist rev with doxorubicin | MRP resist rev
6 | O=C(Nc1ccccc1N1CCCC1)c1ccc(Br)o1 | 148 | 98 | -10
7 | C#CC[N+](C)(C)C(C#Cc1ccccc1)CC=C (configuration not stated) | 158 | nt | nt
8 | N#Cc1nc(-c2ccccc2Cl)oc1NCC1CCCO1 (configuration not stated) | 36 | 90 | -9
9 | O=S(=O)(/N=C(\c1ccccc1)N1CCOCC1)c1cccs1 | 116 | 71 | 20
10 | O=c1cc[nH]c2c(C(F)(F)F)cccc12 | 182 | 83 | 9
11 | N#C/C(=N\Nc1ccccc1F)C(=N)N1CCCCC1 | 131 | 96 | 11
12 | O=c1c2c3nc4ccccc4nc3n(CC3CCCO3)c2ncn1CCc1ccccc1 (configuration not stated) | nt | 30 | 41

# The results go on.
cpd	smiles	Bcl-B TR3 displacers	MRP resist rev	MRP resist rev cytotoxicity	MRP resist rev with doxorubicin	PLAP inhibitors HTS
16	COC(=O)c1[nH]c2cc(OC)ccc2c1NC(=O)CCN1CCN(c2cccc(C)c2C)CC1	0%	7	58	51	-46%
17	O=C(CN1C(=O)COc2ccccc21)N(Cc1ccccc1)Cc1ccccn1	-10%	8	91	83	-6%
18	C=CCn1c(SCC(=O)NCCc2ccccc2)nnc1C(C)NC(=O)c1cccs1 (configuration not stated)	nt	4	112	108	nt
19	NCCOc1ccccc1-c1ccccc1	-5%	-10	94	104	28%
20	OC1CN=C2CCCc3c2n(c2ccc(Cl)cc32)C1 (configuration not stated)	-4%	15	84	68	25%
21	CN(Cc1ccccc1)C(=O)NC1CCCCC1	nt	13	93	80	nt
22	Cc1ccc(CNCC2CCCO2)o1 (configuration not stated)	-7%	7	99	92	-8%
23	COc1ccc(-c2cn3c(C)c(C(=O)NC(C)C)sc3n2)cc1	-3%	3	86	83	-2%
24	CCN(CC)C(=O)c1ccc(S(=O)(=O)NCc2cccnc2)cc1	9%	8	89	81	-8%
25	COC(=O)c1ccc(C(=O)OC)c(NC2=NS(=O)(=O)c3ccccc32)c1	-7%	10	95	84	10%
26	O=C(NCCC1=CCCCC1)C1CCCN(c2nc3ccccc3o2)C1 (configuration not stated)	-15%	-1	67	67	-22%
27	CCCCS(=O)(=O)NC1=NCN(C2CCN(Cc3ccccc3)CC2)CN1	nt	-13	79	92	nt
28	COc1cccc(NC(=O)c2cc(C(=O)Nc3cccc(OC)c3)n(C)n2)c1	7%	2	65	63	14%
29	Cc1ccc(-c2csc(NC(=O)Cn3cnc4c3c(=O)n(C)c(=O)n4C)n2)cc1C	-11%	nt	nt	nt	-2%
30	C=CCOc1ccc(/C(O)=C2/C(=O)C(=O)N(CCCN3CCOCC3)C2c2ccccc2)cc1 (configuration not stated)	nt	22	88	67	nt

cpd	NFkB transloc pot	NFkB transloc pot cell count 2 µM	NFkB transloc inh	NFkB transloc inh cell count 2 µM
16	-10	107	10	107
17	1	139	-1	139
18	-2	163	2	163
19	0	120	0	120
20	-1	98	1	98
21	8	142	-8	142
22	-2	124	2	124
23	20	156	-20	156
24	nt	nt	nt	nt
25	2	130	-2	130
26	0	107	0	107
27	0	126	0	126
28	2	94	-2	94
29	-3	205	3	205
30	12	85	-12	85

# Excerpt: entries 16 to 19
cpd	smiles	Bcl-B TR3 displacers	MRP resist rev	MRP resist rev cytotoxicity	MRP resist rev with doxorubicin	PLAP inhibitors HTS
16	COC(=O)c1[nH]c2cc(OC)ccc2c1NC(=O)CCN1CCN(c2cccc(C)c2C)CC1	0%	7	58	51	-46%
17	O=C(CN1C(=O)COc2ccccc21)N(Cc1ccccc1)Cc1ccccn1	-10%	8	91	83	-6%
18	C=CCn1c(SCC(=O)NCCc2ccccc2)nnc1C(C)NC(=O)c1cccs1 (configuration not stated)	nt	4	112	108	nt
19	NCCOc1ccccc1-c1ccccc1	-5%	-10	94	104	28%

cpd	NFkB transloc pot	NFkB transloc pot cell count 2 µM	NFkB transloc inh	NFkB transloc inh cell count 2 µM
16	-10	107	10	107
17	1	139	-1	139
18	-2	163	2	163
19	0	120	0	120

# Additional entries follow.
cpd	smiles	Bcl-B TR3 displacers	MRP resist rev	MRP resist rev cytotoxicity	MRP resist rev with doxorubicin	PLAP inhibitors HTS
31	CCCCC(=O)Nc1sc(C(=O)N(CC)CC)c(C)c1C(=O)OC	nt	1	82	81	nt
32	COc1ccc(NC(=O)C(=O)NNC(=O)c2cccs2)c(OC)c1	-16%	nt	nt	nt	-2%
33	CCN(CC)C(=S)Sc1c(-c2ccccc2)c2cc(Cl)ccc2[nH]c1=O	-3%	-13	73	86	-62%
34	Cc1nn(Cc2ccc([N+](=O)[O-])cc2)c(=O)n1N(C)c1ncc(C(F)(F)F)cc1Cl	6%	-3	76	79	3%
35	COc1ccc(OCCNc2cc(N3CCCCC3)ccc2[N+](=O)[O-])cc1	4%	nt	nt	nt	-12%
36	Nc1c(C(=O)NCc2ccco2)c2nc3ccccc3nc2n1CCc1ccc(F)cc1	-11%	-6	4	10	-98%
37	COCCCn1cc(C(=O)c2cc(OC)ccc2OCC(=O)Nc2cc(C)on2)cc(C#N)c1=O	1%	nt	nt	nt	22%
38	Cc1ccc2cc(CCNC(=O)C3CCCC3)c(=O)[nH]c2c1	4%	-7	92	99	6%
39	COc1ccc(C2CC(=O)c3cnc(Nc4cc(C)cc(C)c4)nc3C2)cc1 (configuration not stated)	4%	-4	91	95	-17%
40	CCN(CC)S(=O)(=O)N1CCC(C(=O)NCc2ccc(C)cc2)CC1	-9%	-9	97	106	-22%
41	O=C1CCC(C(=O)NC2(C(=O)NC3CCCCC3)CCCCC2)N1 (configuration not stated)	-23%	6	95	88	0%
42	COc1ccccc1N(CC(=O)NCCSC(C)(C)C)S(C)(=O)=O	-1%	7	94	87	-10%
43	CSc1cccc(NC(=O)CN(C)S(=O)(=O)c2ccccc2)c1	-4%	10	83	73	27%
44	COc1ccc(C(=O)n2cnnc2N)cc1	3%	11	109	97	8%
45	COc1ccc(Cc2nnc(NC(=O)c3c(-c4ccccc4)noc3C)s2)cc1OC	2%	26	119	93	-34%

cpd	NFkB transloc pot	NFkB transloc pot cell count 2 µM	NFkB transloc inh	NFkB transloc inh cell count 2 µM
31	34	128	-34	128
32	7	117	-7	117
33	1	155	-1	155
34	28	189	-28	189
35	16	140	-16	140
36	6	182	-6	182
37	-4	138	4	138
38	nt	nt	nt	nt
39	7	171	-7	171
40	-8	151	8	151
41	10	175	-10	175
42	-4	212	4	212
43	28	154	-28	154
44	3	195	-3	195
45	nt	nt	nt	nt

# (cont.)
cpd	smiles	Bcl-B TR3 displacers	MRP resist rev	MRP resist rev cytotoxicity	MRP resist rev with doxorubicin	PLAP inhibitors HTS
46	Cc1ccc(S(=O)(=O)NCCC(=O)NC2CCCC2)cc1	2%	-11	89	100	-1%
47	COc1ccc2occ(NC(C)=O)c2c1	-6%	0	97	97	7%
48	CCN1CCN(c2nc(C)nc3c2sc(=S)n3C)CC1	-3%	-20	65	85	-21%
49	CC(C)C1O/C(=N/C(=O)Nc2ccc(Cl)c(Cl)c2)NC1=O (configuration not stated)	1%	-3	11	15	2%
50	O=C(COC(=O)C1CCCO1)Nc1cccc(C(F)(F)F)c1 (configuration not stated)	-3%	-8	90	98	6%
51	CC(=O)NCCc1ccc(S(=O)(=O)N(C)C2CCS(=O)(=O)C2)cc1 (configuration not stated)	-10%	-1	94	96	13%
52	CC1(C)N=C(c2ccc(Cl)cc2)C(=O)N1	-15%	11	93	82	-3%
53	Cc1nn(CC(=O)NCc2cccnc2)c(=O)c2ccccc12	-14%	-12	95	107	-18%
54	O=C(O)CCC(=O)N1N=C(c2cccs2)CC1c1cn(-c2ccccc2)nc1-c1ccccc1 (configuration not stated)	-61%	9	92	83	-36%
55	CCSc1nc(N)nc(-c2cccs2)c1C#N	-1%	nt	nt	nt	18%
56	COc1cc(S(=O)(=O)N2CCN(c3ccccc3F)CC2)ccc1Cl	5%	5	108	103	17%
57	COc1cc(-c2nc(S(=O)(=O)c3ccccc3)c(N3CCOCC3)o2)cc(OC)c1OC	-5%	18	80	62	15%
58	CN(C)S(=O)(=O)c1ccc(C(=O)Nc2nnc(-c3ccc4c(c3)CCCC4)o2)cc1	-1%	-21	28	49	-25%
59	CC(=O)c1c(C)[nH]c(C(=O)CSc2nnc(-c3ccccc3)o2)c1C	-41%	nt	nt	nt	9%
60	NC(=O)C(c1ccccc1)C1CCCCC1 (configuration not stated)	-18%	-8	90	98	13%

cpd	NFkB transloc pot	NFkB transloc pot cell count 2 µM	NFkB transloc inh	NFkB transloc inh cell count 2 µM
46	-3	212	3	212
47	-5	162	6	162
48	-2	64	2	64
49	-14	113	14	113
50	nt	nt	nt	nt
51	-5	118	5	118
52	5	83	-5	83
53	nt	nt	nt	nt
54	-3	152	3	152
55	nt	nt	nt	nt
56	nt	nt	nt	nt
57	-10	148	10	148
58	-15	164	15	164
59	-25	131	-4	199
60	-2	57	2	57

# New compounds follow.
cpd	smiles	Bcl-B TR3 displacers	MRP resist rev	MRP resist rev cytotoxicity	MRP resist rev with doxorubicin	PLAP inhibitors HTS
61	CC1S/C(=C(\C#N)C(=O)NCc2ccco2)N(c2ccc(F)cc2)C1=O (configuration not stated)	-12%	10	88	78	-19%
62	Nc1nnc(SCC(=O)NC2CCCCC2)s1	nt	-2	89	91	nt
63	COc1ccccc1CNc1cc(C)ccc1C	2%	7	90	83	15%
64	N#Cc1c(N2CCN(C(=O)c3ccccc3Cl)CC2)nc(-c2ccccc2)c2c1CCCC2	-52%	nt	nt	nt	-15%

cpd	NFkB transloc pot	NFkB transloc pot cell count 2 µM	NFkB transloc inh	NFkB transloc inh cell count 2 µM
61	12	129	-12	129
62	5	100	-5	100
63	8	131	-8	131
64	2	196	-2	196
